# Screens as filed in PubChem BioAssay.
# SDO1 yeast rescue – compounds rescuing growth of sdo1-depleted yeast, bone marrow failure model; S. cerevisiae sdo1-depleted JHY4D growth rescue, OD600 30 h; active compounds read high; pdr5 snq2 efflux-pump mutant strain; z-score at 10 µM; 0.21% of 140,000 active; AID 817;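 active = z-score above 3 at both the 24 hr and the 30 hr optical density reads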;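 also: z-score against mean and SD of all compound wells on the same plate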
# Insulin prom inh – TRM-6 insulin promoter activity inhibition; TRM-6 cells (human fetal islet line), insulin promoter-eGFP reporter, imaging; reporter expression induced with tamoxifen; inhibition, % at 2 µM; AID 1273; 0.9% of 130,000 active;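 active = inhibition above the mean plus 3 SD, with well images judged a real hit on visual review, cut at about 60% in these data, passing the limit was not always enough; inconclusive = inhibition over the cutoff but images rejected on review; inactive = inhibition not above the cutoff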
# SDO1 yeast rescue Rescue 24 h – recorded beside SDO1 yeast rescue, whose call it bears; z-score; S. cerevisiae sdo1-depleted JHY4D growth rescue, OD600; measured here: growth rescue at 24 h;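 0 is the plate mean of compound wells and units are plate SD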
# Starred values were filed as active, the others as inactive; ? = inconclusive; nt = not tested or not shown; & = joins results of further samples; ! = not confirmed by another sample. Not a hit list; any-hit rate near 0.92%.
SMILES,SDO1 yeast rescue,SDO1 yeast rescue Rescue 24 h,Insulin prom inh
Cc1cc2cccc(C)c2nc1SCC(=O)NCC1CCCO1 (configuration not stated),nt,nt,-28.6
O=C(OCCCN=C1NS(=O)(=O)c2ccccc21)c1ccccc1F,0.05,-0.09,48.6
Cc1ccc(S(=O)(=O)NCC2CCC(C(=O)NCc3ccccn3)CC2)cc1 (configuration not stated),nt,nt,23.5
COCCN(Cc1cc2c(C)cc(C)cc2nc1Cl)C(=O)c1ccccc1F,nt,nt,-209.1
CN1CCN(NC(=O)c2ccc(F)cc2)CC1,1.27,1.23,nt
Cc1cccc2sc(NC(=O)CCNS(=O)(=O)c3cccc4nonc34)nc12,1.05,1.16,-34.4
O=C(O)C1CN(c2ncccc2[N+](=O)[O-])C1,nt,nt,33.3
CCOC1OC(=O)C(Cl)=C1Nc1ccc(C)cc1 (configuration not stated),nt,nt,5.6
CCCc1nnc(NC(=O)c2ccc(N3C(=O)C4C5C=CC(C5)C4C3=O)cc2)s1 (configuration not stated),1.3,2.03,-29.0
CCN(CC)C(=O)c1cnn(-c2ccccc2)c1NC(=O)c1ccccc1F,-0.29,-0.59,-4.8
CCOC(=O)Cc1csc(NC(=S)NC(=O)C(C)(C)C)n1,0.14,0.04,-26.5
CC(C)=C(NC(=O)c1ccccc1)C(=O)N/N=C/c1ccc(O)cc1,0.45,0.92,-23.7
CCOC(=O)C(=O)/C(C#N)=C/Nc1ccc(Cl)cc1,-0.12,-0.27,-20.8
CC1(C)OC(=O)C(=CNCC(=O)NCC(=O)O)C(=O)O1,0.17,0.49,-14.3
Cc1ccc2nsnc2c1NC(=O)c1cccnc1Cl,0.32,0.03,-37.9
CCOc1ccc(/C=C/C2=CC(C)(C)NC(=S)N2)cc1,nt,nt,18.2
CN(C)c1ccc(N=Nc2ccccc2C(=O)OCC(=O)N2CCCCCC2)cc1,-0.42,-0.08,-49.2
Cc1ccc(Nc2nc(N)nc(CSC(=S)N3CCN(c4ccccc4)CC3)n2)cc1,-0.52,0.27,nt
COCCNc1nc(-c2cc3ccccc3o2)cs1,0,-0.77,nt
Cc1cccc(NC(=O)CN2C(=O)N/C(=C/c3cc(C)n(C)c3C)C2=O)c1,nt,nt,83.3*
N#CCCC12CCCCC1=Nc1ccccc12 (configuration not stated),0.19,0.32,39.1
COCCNC(=O)COC(=O)/C=C/c1cnc2ccccc2n1,0.18,-0.32,-9.3
CC(=O)c1c(C)n(C)c2ccc(OC(=O)c3ccco3)cc12,0.82,0.95,-61.1
CCn1c(SCC(=O)Nc2nc3ccc(C)cc3s2)nc2c(c1=O)SC(C)C2 (configuration not stated),-1.12,-0.11,0.0
Cn1ncc(Br)c1C(=O)Nc1ccc(Cl)cn1,-0.58,1.22,nt
C=CCn1c(=N)n(CC(O)c2ccco2)c2ccccc21 (configuration not stated),1.02,0.49,18.2
O=C(Nc1cc(C(F)(F)F)ccc1F)C1CCCC1,1.03,0.78,-34.3
Cc1cc(-c2csc(NC(=O)c3cccc(S(=O)(=O)N(C)C)c3)n2)c(C)n1-c1ccccc1,0.44,2.33,-13.3
CC(C)[C@@H](C(=O)NCC1CCC(C(=O)O)CC1)n1nnc2ccccc2c1=O (some centres not stated),0.77,-0.28,nt
CCOc1ccccc1C(=O)Nc1cccc(-c2nnc(-c3ccccc3)o2)c1,-0.34,1.69,-24.3
COc1ccc(-n2nc(C(=O)NCc3ccco3)c3c4ccccc4n(C)c3c2=O)cc1Cl,0.29,0.83,11.1
CCOC(=O)c1[nH]c2ccccc2c1NC(=O)CN1CCCCC1,-0.56,-0.76,-6.2
COc1cccc(C=Nc2ccccc2C(=O)Nc2nccs2)c1OC,0.3,0.11,54.0
CCCCOc1ccccc1NC(=O)CC1SC(=NCC)N(CC)C1=O (configuration not stated),-0.01,-0.43,-42.3
Cc1ccc(-n2nc3cc(C)c(NC(=S)NC(=O)/C=C/c4ccco4)cc3n2)cc1,-0.7,0.42,22.6
O=C(Cn1nnc2c(cnn2-c2ccc(F)cc2)c1=O)OC1CCCCC1,-0.44,-0.27,nt
O=C(NC1CCCc2ccccc21)C1CCC(CNS(=O)(=O)c2cccc3nsnc23)CC1 (configuration not stated),-0.33,-0.71,nt
O=C(NCc1n[nH]c(=S)n1-c1cccc(Cl)c1)c1cccs1,nt,nt,15.0
C=CCNC(=S)N/N=C/c1cccc([N+](=O)[O-])c1,nt,nt,-13.3
Cn1cnnc1Sc1nc2ccccc2nc1NS(=O)(=O)c1ccccc1,0.77,0.42,nt

# Not a retest: an excerpt of the list.
SMILES,SDO1 yeast rescue,SDO1 yeast rescue Rescue 24 h,Insulin prom inh
COc1ccc(-n2nc(C(=O)NCc3ccco3)c3c4ccccc4n(C)c3c2=O)cc1Cl,0.29,0.83,11.1
CCOC(=O)c1[nH]c2ccccc2c1NC(=O)CN1CCCCC1,-0.56,-0.76,-6.2
COc1cccc(C=Nc2ccccc2C(=O)Nc2nccs2)c1OC,0.3,0.11,54.0
CCCCOc1ccccc1NC(=O)CC1SC(=NCC)N(CC)C1=O (configuration not stated),-0.01,-0.43,-42.3
Cc1ccc(-n2nc3cc(C)c(NC(=S)NC(=O)/C=C/c4ccco4)cc3n2)cc1,-0.7,0.42,22.6

# (more compounds)
SMILES,SDO1 yeast rescue,SDO1 yeast rescue Rescue 24 h,Insulin prom inh
CCOC(=O)c1ccc(OCC(=O)c2ccc(O)cc2O)cc1,-1.33,-1.46,8.6
Nc1ccc(C(=O)OCC(=O)N2CCOCC2)cc1[N+](=O)[O-],1.61,1.81,nt
O=C(CSc1nnc(-c2ccc(F)cc2)o1)N1CCN(C(=O)c2ccco2)CC1,-0.08,-0.96,-18.8
O=C(CCN1C(=O)c2cccc3cccc(c23)C1=O)N1CCN(Cc2ccc3c(c2)OCO3)CC1,-0.83,-0.72,nt
CCN(CC)c1ccc(C=Nc2ccccc2C)c(O)c1,-0.25,-0.19,-6.5
Cc1cccc(NC(=S)NCC(c2cccnc2)N(C)C)c1C (configuration not stated),1.23,0.85,-32.4
Cc1nc2cc3ccccc3cc2n1C,0.46,0.38,-7.1
Cc1nc2ccc3nc(NC(=O)c4ccc5c(c4)OCCO5)sc3c2s1,0.5,1.55,nt
CC1CCCCC1NC(=O)/C(C#N)=C/c1ccc2c(c1)OCCO2 (configuration not stated),-1.49,-0.41,-125.0
[O-]/C(=C(\C(=S)Nc1cccc2ccccc12)[n+]1ccccc1)c1ccc(Cl)s1,-0.87,-0.01,-36.4
O=C(COc1ccccc1C(=O)NCc1ccncc1)Nc1ccc(Br)cc1,nt,nt,27.3
CC(C)(C)n1nnnc1C(c1cccs1)N1CCN(Cc2ccc3c(c2)OCO3)CC1 (configuration not stated),0.84,0.49,26.3
CCOc1cccc(CNCc2cccnc2)c1OCc1ccccc1,nt,nt,-80.0
O=C1CCCC(O)=C1N=Nc1ccc(Cl)c(Cl)c1,nt,nt,-19.1
Cc1onc(-c2c(F)cccc2Cl)c1C(=O)NCc1cccs1,1.65,3.28,3.5
O=C(C1CCCO1)N1CCN(C(=S)Nc2ccccc2F)CC1 (configuration not stated),0.06,-0.17,-46.7
CC(C)Nc1nc(NC(C)C)nc(NS(=O)(=O)c2ccc(N)cc2)n1,1.85,1.31,18.8
CN(C)c1ccnc(SCc2ccccc2Cl)c1C#N,-0.95,0.89,72.7*
O=C(NC(=S)NCc1ccc2c(c1)OCO2)c1ccccc1,-1.75,-1.15,5.6
O=C1CC(c2ccccc2)CC(O)=C1C=NCc1ccccc1Cl (configuration not stated),-0.36,0.03,nt
Cc1oc(-c2ccccc2F)nc1CS(=O)CC(=O)NCc1cccs1 (configuration not stated),-0.69,-0.69,nt
CCOC(=O)Nc1ccc2c(COC(=O)CNS(=O)(=O)c3cccc(Br)c3)cc(=O)oc2c1,0.79,0.41,-27.3
O=C1CCN(C(=O)CSc2ccc(Cl)cc2)N1,nt,nt,-45.5
C=C(Cl)COC(=O)C1C2C=CC(C2)C1C(=O)O (configuration not stated),1.65,2.4,38.1
O=C(CSCC(=O)Nc1ccc2ccccc2c1)NCc1ccccc1,-0.6,-0.57,nt
Cc1ccc(NS(=O)(=O)c2cc(C(=O)NCc3ccccn3)ccc2Cl)cc1,0.48&-0.8,-0.22&-1.58,nt
O=C(O)c1ccc(CSc2nnc(-c3ccco3)o2)cc1,0.53,0.26,nt
Cc1ccc2nc(Nc3ccccc3)c(/C=N/O)c(=O)n2c1,-0.11,0.75,56.2
CSc1ccc(S(=O)(=O)N(C)Cc2ccccc2)cc1,nt,nt,25.6
c1cn(CC2(Cn3ccnc3)COC2)cn1,0.79,0.27,?

# In the list so far, four have a cyano group.
SMILES,SDO1 yeast rescue,SDO1 yeast rescue Rescue 24 h,Insulin prom inh
CCOC(=O)C(=O)/C(C#N)=C/Nc1ccc(Cl)cc1,-0.12,-0.27,-20.8
N#CCCC12CCCCC1=Nc1ccccc12 (configuration not stated),0.19,0.32,39.1
CC1CCCCC1NC(=O)/C(C#N)=C/c1ccc2c(c1)OCCO2 (configuration not stated),-1.49,-0.41,-125.0
CN(C)c1ccnc(SCc2ccccc2Cl)c1C#N,-0.95,0.89,72.7*

# Next entries
SMILES,SDO1 yeast rescue,SDO1 yeast rescue Rescue 24 h,Insulin prom inh
O=C(NC(=S)NC1CCS(=O)(=O)C1)c1cccs1 (configuration not stated),0.89,-0.59,16.7
O=C(/C=C/Nc1cccc([N+](=O)[O-])c1)c1ccco1,nt,nt,-43.3
CCC(C(=O)NC1CCCCC1)n1c(SCc2ccccc2F)nc2ccncc21 (configuration not stated),-0.64,-0.88,-50.0
COC(=O)C1=C(C(=O)OC)C2C(C)=CC(C)=CN2C(C(=O)OC)=C1C(=O)OC (configuration not stated),-0.27,-1.04,-34.6
CCn1cc(/C=N/NC(=O)c2ccc3c(c2)OCO3)c(C)n1,0.38,-0.15,-18.8
Cc1cc(C)cc(-n2c3nc4ccccc4nc3c3c(=O)n(Cc4ccco4)cnc32)c1,-0.65,-0.71,-19.4
CCCc1nc2ccccc2c(=O)n1-c1c(C)n(C)n(-c2ccccc2)c1=O,-0.1,-0.34,-14.3
CS(=O)(=O)n1nc(OC(=O)c2cc(Br)ccc2Cl)cc1N,nt,nt,25.0
CCOC(=O)c1nnn(CC(=O)Nc2ccccc2OC)c1C(=O)OCC,0.62,0.67,-58.6
COc1ccc(NC(=O)C2CCN(S(=O)(=O)c3c(C)noc3C)CC2)cc1Cl,-0.83,-0.63,11.5
Cc1ccc(C)n1CCN1CCN(C(=O)c2ccco2)CC1,3.01*!,3.25*!,nt
CCN(CC)CCN(Cc1cc2cc(C)c(C)cc2[nH]c1=O)C(=S)NCc1ccco1,nt,nt,-86.7
CCCCOC(=O)Nc1nc(C)c(C(=O)OCC)s1,-0.68,-0.08,28.6
O=C(/C(=N\O)n1cncn1)c1ccc(Br)cc1Br,0.67,0.36,-92.3
CC(/C(O)=C(\C#N)c1nc2ccccc2n1C)N1C(=O)c2ccccc2C1=O (configuration not stated),-0.71,-1.46,-6.7
Cc1ccc(C)c(C(=O)CN2C(=O)NC3(CCC(C)CC3)C2=O)c1 (configuration not stated),0.46,-0.02,nt
COC(=O)C1=CN(C)C=C(C(=O)OC)C1c1ccccc1Cl,0.61,0.84,20.0
CCN(Cc1ccccc1)C(=O)Cn1c(=O)n(-c2ccc(OC)cc2OC)c(=O)c2c(C)c(C)sc21,nt,nt,0.0
Cc1ccsc1C(=O)NNC(=O)Nc1ccc(Cl)c(Cl)c1,-1.97,-0.98,-26.9
CSc1cc(-c2ccccc2)n(Cc2ccccc2Cl)c(=O)c1C#N,1.24,2.87,-12.5
CC(=O)N1CCN(c2cccc(C)c2C)CC1,0.15,-0.19,nt
COc1ccc(S(=O)(=O)NC2CC(C)(C)NC(C)(C)C2)c(C)c1C,0.4,-0.5,-3.2
COc1cccc(C2C(C(=O)NCc3ccccc3)=C(C)Nc3ncnn32)c1 (configuration not stated),1.35,1.51,16.1
Cc1oc(-c2ccccc2F)nc1CS(=O)(=O)CC(=O)NCCCc1ccccc1,0.54,1.67,nt
CC(C)c1ccc(/C=C/C(=O)NC(=S)Nc2ccc(CN3CCOCC3)cc2)cc1,-1.76,-0.96,nt
CCSc1nnc(NC(=O)c2cccc(OCc3c(C)noc3C)c2)s1,-0.87,-0.9,-7.4
Cc1cc(S(=O)(=O)Nc2cccnc2)c(C)s1,0.26,0.1,-7.1
S=C(c1ccc(-c2ccc(Cl)cc2Cl)o1)N1CCCCC1,-0.93,-0.74,6.8
O=C1CC(N2CCN(S(=O)(=O)c3cccc(C(F)(F)F)c3)CC2)C(=O)N1Cc1ccccc1 (configuration not stated),0.27,0.62,-90.9
COc1ccc(C2CC(=O)Nc3ccccc3S2(=O)=O)cc1OC (configuration not stated),-0.07,-0.58,23.1
CCOCCCn1cnc2c(c1=O)c1nc3ccccc3nc1n2-c1ccc(C)cc1,-0.66,-0.97,35.7
Cc1cc(C)c(C#N)c(SCC(=O)N(C)C2CCCCC2)n1,0.82,0.43,nt
CN1CCN(c2ccc(NC(=O)c3ccc(-c4cccc([N+](=O)[O-])c4)o3)cc2)CC1,nt,nt,-10.5
O=C(C1CCN(c2nnc(N3CCCC3=O)s2)CC1)N1CCN(Cc2ccc3c(c2)OCO3)CC1,-0.48,-0.43,nt
O=C(CSc1nc2ccccc2[nH]1)N/N=C/C=C/c1ccccc1[N+](=O)[O-],1.47,1.16,-65.1
CC(C)CC(c1nnnn1Cc1cccs1)N1CCN(c2nc3ccccc3s2)CC1 (configuration not stated),-1.76,-1.25,69.2
O=C1OCC2=C1C(c1ccc3c(c1)OCO3)Sc1ccccc1N2 (configuration not stated),0.46,0.14,nt
CCOC(=O)c1ccc(Nc2cnc3ccccc3n2)cc1,nt,nt,-15.0
